# Source: PubChem
# TR SRC2 fluor cs – Texas Red fluorescence interference in TRb-SRC2 counter-screen. TRb/SRC2 Texas Red total fluorescence interference. Potency, µM (doses to about 106 µM), for the others: at the top dose fluorescence change, negative = quenching. 0.29% of 280,000 active; active = well fitted curve in either direction with a large enough effect; inconclusive = small, poorly fitted or top-dose-only effect; also: % is scaled to controls: 0 for no effect and ±100 for the full control effect
#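 Human TRb ligand-binding domain at 0.6 uM with 20 nM Texas Red SRC2 peptide in Tris buffer containing 1 uM T3 and 5% DMSO, incubated with compound 5 h at ambient temperature. Total fluorescence (555/632 nm) calculated as parallel + 2 × perpendicular.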
# Tau fluor cs – counter-screen for tau fibril formation inhibitors; tau K18 P301L Alexa594 fluorescence, heparin fibrillization; Potency, µM (highest dose often 57.7 µM), inactives show at the highest dose activity change, negative = decrease; 0.93% of 280,000 active; AID 1463; also: % is scaled to controls: 0 for no effect and ±100 for the full control effect; nearly all actives have a fitted effect of over 55% in size
#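 Human K18 P301L tau (15 uM unlabeled plus 0.24 uM Alexa 594-labeled, final) in 100 mM sodium acetate pH 7 was mixed with compound and 20 uM heparin and incubated 6 hr at 37 C.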
# RECQ1 helicase – blocks DNA unwinding by human RECQ1; RECQ1 DNA unwinding, red fluorescence kinetic read; Potency, µM (highest dose often 57.3 µM), without a hit: at the top dose activity, negative = inhibition, actives largely listed as inhibitors; 0.54% of 240,000 active; AID 2549;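 also: plate controls were vehicle for no effect and no enzyme for full effect; nearly all actives have a fitted effect of over 30% in size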
# Target sequence (P46063 whole entry, looked up): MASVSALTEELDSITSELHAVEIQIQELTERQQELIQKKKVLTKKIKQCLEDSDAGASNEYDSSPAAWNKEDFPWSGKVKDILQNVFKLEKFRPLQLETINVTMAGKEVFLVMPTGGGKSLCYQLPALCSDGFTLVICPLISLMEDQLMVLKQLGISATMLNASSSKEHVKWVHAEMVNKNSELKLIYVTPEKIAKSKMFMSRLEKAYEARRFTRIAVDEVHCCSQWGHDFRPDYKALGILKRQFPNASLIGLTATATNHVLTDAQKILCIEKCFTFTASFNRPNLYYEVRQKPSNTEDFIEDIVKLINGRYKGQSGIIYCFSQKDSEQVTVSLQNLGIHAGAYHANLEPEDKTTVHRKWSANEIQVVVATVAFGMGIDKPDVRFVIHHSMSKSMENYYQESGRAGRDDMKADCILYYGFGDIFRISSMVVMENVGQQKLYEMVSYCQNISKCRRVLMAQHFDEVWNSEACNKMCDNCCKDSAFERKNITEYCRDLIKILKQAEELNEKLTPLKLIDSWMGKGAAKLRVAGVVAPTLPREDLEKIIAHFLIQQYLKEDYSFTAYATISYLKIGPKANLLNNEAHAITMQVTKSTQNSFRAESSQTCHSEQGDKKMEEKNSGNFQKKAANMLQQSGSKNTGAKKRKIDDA
#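 50 nM RECQ1T1 preincubated 15 min with compound in Tris pH 8.0 buffer with MgCl2, DTT, Tween-20 and 2.5 ug/ml poly(dI-dC); started with 200 nM TAMRA/BHQ-2 forked duplex and 2 mM ATP. Unwinding read as fluorescence (525/598 nm), two reads 2 h apart.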
# Tau fibril ThT – blocks human tau fibril formation measured by thioflavin T; Potency, µM (highest dose often 57.4 µM), for the others: at the top dose activity, negative = inhibition, actives largely listed as inhibitors; recombinant tau K18 P301L (four-repeat tau fragment), heparin-induced fibrillization, ThT fluorescence; 2.1% of 270,000 active; also: % is scaled to controls: 0 for no effect and ±100 for the full control effect; nearly all actives have a fitted effect of over 55% in size
# Target sequence (P10636 561-689 P618L limits assumed): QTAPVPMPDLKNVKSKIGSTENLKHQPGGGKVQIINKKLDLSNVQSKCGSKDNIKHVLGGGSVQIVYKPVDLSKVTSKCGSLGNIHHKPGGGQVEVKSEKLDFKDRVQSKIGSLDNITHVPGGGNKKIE
#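 Recombinant human tau K18 fragment […] carrying P301L, 15 uM unlabeled plus 0.24 uM Alexa 594-labeled, was fibrillized with 20 uM heparin in 100 mM sodium acetate pH 7 for 6 hr at 37 C; 30 uM ThT fluorescence read after 1 hr.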
# L3MBTL1 block – inhibitors of human L3MBTL1; Q9Y468; AlphaScreen L3MBTL1–H3K9me1 peptide binding; Potency, µM (top dose mostly 57.1 µM), inactives show at the highest dose activity, negative = inhibition, most hits filed as inhibitors; 0.66% of 230,000 active; also: % is scaled to controls: 0 for no effect and ±100 for the full control effect; nearly all actives have a fitted effect of over 60% in size
#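 AlphaScreen assay: L3MBTL1 (50 nM final) was preincubated 30 min at room temperature with biotinylated H3(1-15)K9me1 peptide (75 nM final), then 30 min with library compounds; streptavidin donor and nickel chelate acceptor beads (10 ug/mL final) added, 30 min dark.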
# Tau fibril FP – inhibitors of human tau fibril formation; P10636; K18 P301L tau heparin fibrillization, Alexa594 FP, 6 h; Potency, µM (highest dose often 57.7 µM), for inactives: at the highest dose activity, negative = inhibition, hits mostly inhibitors; 0.39% of 280,000 active; AID 1468; also: % is scaled to controls: 0 for no effect and ±100 for the full control effect; nearly all actives have a fitted effect of over 55% in size
#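 Read-out: fluorescence polarization of Alexa 594-labeled tau (0.24 uM), 555 nm excitation, 632 nm emission. Mixtures held 15 uM unlabeled K18 P301L, compound and 20 uM heparin, pH 7 acetate buffer, incubated 6 hr at 37 C.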
# HTT cytoprotect – Huntington cell model cytoprotection by ATP luminescence. PC12 HTT-Q103 induced, cytoprotection, ATP luminescence, 40 h. Potency, µM (titrated, usually from 56.4 µM), for the others: cytoprotection (ATP increase), most hits filed as activators. 0.14% of 230,000 active. AID 1471;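 also: % of control where 0% means no effect; nearly all actives have a fitted effect of over 45% in size; toxic huntingtin expression switched on by the ecdysone agonist tebufenozide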
#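 Compounds added alongside 100 nM tebufenozide, which induces toxic Q103 huntingtin exon 1-GFP in stable PC12 cells; surviving cells quantified by luminescent ATP measurement. Medium: phenol red-free DMEM, 5% equine and 5% calf serum.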
# TRb SRC2 PPI – disrupts binding of human TR beta to SRC2; TRbeta-SRC2 peptide binding, fluorescence polarization; receptor liganded with 1 µM T3; Potency, µM (titrated, usually from 106 µM), for inactives: at the highest dose activity change, negative = inhibition, most hits filed as inhibitors; P10828; AID 1469; 0.065% of 280,000 active;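 also: plate controls were bound peptide for no effect and peptide without receptor for full effect; nearly all actives have a fitted effect of over 50% in size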
#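 Each compound concentration gave % activity, normalized to unbound and bound Texas Red SRC2 controls, from polarization read after 5 hr ambient incubation with T3-loaded human TRb LBD.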
# Starred values were filed as active, the others as inactive; i = inactive; ? = inconclusive; / = not tested or not shown; & = joins results of further samples; [ ] = another dose, or the depositor's remark. Unless noted, calls follow the shape of the dose curve; as a rule, active = well fitted curve in the direction sought with a large enough effect; inconclusive = small, poorly fitted or top-dose-only effect, or another doubt; inactive = no such curve, though single readings can be large; an effect the other way counts as inactive or inconclusive. Potency is read from the fitted curve at half-maximal effect.
SMILES,TR SRC2 fluor cs,Tau fluor cs,RECQ1 helicase,Tau fibril ThT,L3MBTL1 block,Tau fibril FP,HTT cytoprotect,TRb SRC2 PPI
CCCCOc1ccc(CNC(=O)c2ccc(NC(=O)N3CCSc4ncccc43)cc2)cc1,1.0%,-12.8%,/,?,/,-10.5%,/,-6.8%
NNS(=O)(=O)c1ccc(Sc2ccccn2)c([N+](=O)[O-])c1,-3.6%,-22.5%,i,-14.1%,-4.5%,-5.5%,7.3%[10 µM],-3.0%
O=C(C[n+]1cccc(NC(=O)c2ccccc2)c1)c1ccc(NC(=O)c2ccccc2)cc1,-0.2%,-28.7%,-5.9%,1.8%,-3.0%,11.1%,-1.6%,-1.6%
O=C(/C=C/c1ccccc1)NC(=S)Nc1ncccn1,-2.7%,-8.7%,i,-13.1%,/,-10.4%,11.8%[10 µM],-9.3%
Nc1nc2ccc(C(=O)Nc3ccccc3)cc2s1,-2.5%,-12.3%,-1.3%,-3.5%,-4.1%,-5.0%,-46.5%[inhibitor],11.2%
CC(=O)Oc1cc2c(C(=O)NCCN3CCOCC3)c(C)oc2c2ccccc12,-1.7%,-19.6%,0.9%,?,1.3%,-3.4%,-33.9%,-3.6%
CCOC(=O)Cn1c(=O)n(CC2CCCO2)c2nc(-c3ccccc3Cl)nc(C(N)=O)c21 (configuration not stated),-8.4%,-8.5%,/,-3.7%,/,-14.1%,/,10.0%
COc1ccc2c(c1)CCc1sc(NC(=O)c3cccc(Br)c3)nc1-2,-15.2%,?,/,?,/,-5.5%,/,3.3%
COc1cc(C(=O)O)ccc1OC(C)=O,-0.6%,-0.8%,8.4%,-3.4%,4.1%,7.0%,33.3%,4.3%
COc1ccc(-c2[nH]c(-c3ccc(Cl)cc3)nc2SCC(=O)Nc2nccs2)cc1,-0.9%,?,-0.8%,?,-7.9%,6.3%,/,-2.8%
C=CCN1C(=O)/C(=N/n2cnnc2)c2ccccc21,2.6%,-10.1%,-0.7%,?,-7.9%,-2.7%,-20.1%,12.0%
CCOc1ccc(N(CC(=O)NC2CCCC2)S(=O)(=O)c2c(C)noc2C)cc1,-0.4%,-6.6%,-9.6%,3.7%,0.3%,2.7%,-7.3%,3.8%
CC(C)N=C(NS(=O)(=O)c1ccc(Br)cc1)c1ccc(Cl)cc1,-0.8%[53 µM],-10.4%,1.9%,-4.7%,2.8%,3.1%,7.5%[10 µM],7.0%[53 µM]
Clc1ccc(-c2noc3ncnc(NCCc4ccccc4)c23)cc1,0.5%,-27.4%,/,-10.5%,/,-7.6%,/,-8.1%
Cn1c(=O)c([N+](=O)[O-])c(Oc2ccccc2)c2ccccc21,-2.6%,?,12.3%,?,-9.2%,-11.6%,4.4%[10 µM],-3.4%
Cc1ccc(Cn2c(=O)c3ccccc3n3c(-c4cccc(O)c4)nnc23)cc1,-1.3%,-13.4%,/,-4.5%,/,2.7%,/,4.6%
COc1cccc(C2CC(=O)Nc3c2c(=O)n(C)c(=O)n3C)c1OC (configuration not stated),5.6%,5.7%,-14.9%,0.7%,7.5%,2.6%,-3.9%,-4.7%
CN(C)S(=O)(=O)Oc1ccsc1C(=O)Nc1cccc(Cl)c1Cl,-4.4%,?,-7.8%,-6.7%,21.5%,?,-2.4%,2.1%
COc1ccc(Nc2nnc(C)c(=O)[nH]2)cc1,-3.5%,-13.2%,-4.9%,-8.3%,/,?,-13.1%[10 µM],1.7%
Nc1nnc(SCCOc2ccc(Br)cc2)s1,-3.1%,-18.5%,8.7%,?,/,0.0%,-23.0%[0.074 µM],5.2%
CCOc1ccc(NC(=O)CCNS(=O)(=O)c2ccc3c(c2)c(=O)n(C)c(=O)n3C)cc1,-4.6%,-2.6%,i,-7.7%,0.4%,4.9%,-5.9%,-1.8%
CCCCN1C(=O)C(O)=C(C(C)=O)C1c1ccccc1 (configuration not stated),-1.0%,-4.7%,-4.8%,-7.5%,/,1.6%,13.9%[10 µM],4.0%
Cn1nc(C(C)(C)C)c(NC(=O)c2ccc(F)cc2)c1C(C)(C)C,-5.4%,-2.1%,-5.5%,-5.1%,-15.9%,-3.2%,2.5%[10 µM],-7.3%
O=C(O)/C=C/C(=O)Nc1ccc(-c2ccccc2)cc1,-3.4%&-0.7%,-11.7%&-6.1%,-6.3%&14.4%,?,-18.4%&-12.2%,1.8%&0.0%,12.2%[10 µM],-9.3%&0.3%

# Look-ups from above.
# CCCCN1C(=O)C(O)=C(C(C)=O)C1c1ccccc1 (configuration not stated) in RECQ1 helicase reads -4.8%
# CN(C)S(=O)(=O)Oc1ccsc1C(=O)Nc1cccc(Cl)c1Cl in RECQ1 helicase reads -7.8%

# The listing picks up with the three entries that preceded the break.
SMILES,TR SRC2 fluor cs,Tau fluor cs,RECQ1 helicase,Tau fibril ThT,L3MBTL1 block,Tau fibril FP,HTT cytoprotect,TRb SRC2 PPI
CCCCN1C(=O)C(O)=C(C(C)=O)C1c1ccccc1 (configuration not stated),-1.0%,-4.7%,-4.8%,-7.5%,/,1.6%,13.9%[10 µM],4.0%
Cn1nc(C(C)(C)C)c(NC(=O)c2ccc(F)cc2)c1C(C)(C)C,-5.4%,-2.1%,-5.5%,-5.1%,-15.9%,-3.2%,2.5%[10 µM],-7.3%
O=C(O)/C=C/C(=O)Nc1ccc(-c2ccccc2)cc1,-3.4%&-0.7%,-11.7%&-6.1%,-6.3%&14.4%,?,-18.4%&-12.2%,1.8%&0.0%,12.2%[10 µM],-9.3%&0.3%
COc1cccc(/C=N/NC(=O)c2ccc(-c3ccccc3)cc2)c1O,1.2%,-28.8%,-4.2%,?,/,2.1%,-84.6%[inhibitor],-0.1%
C/C(=N\NC(=O)c1csc2ccccc12)c1ccc(O)cc1,-2.9%,-9.1%,-0.3%,?,/,10.1%,-14.8%,-8.5%
CC(C)CCn1c(N2CCc3ccccc3C2)nc2c1c(=O)[nH]c(=O)n2C,-0.4%,-11.9%,-5.8%,-14.1%,/,9.1%,-46.0%[inhibitor],0.4%
CC12CCC(C(=O)Nc3nc4ccc(Br)cc4s3)(OC1=O)C2(C)C (configuration not stated),-2.3%,-17.8%,i,-14.8%,-14.0%,5.5%,-148.2%[inhibitor],2.2%
Cc1ccc(NC(=O)c2cnc(SCC(=O)N3CCCc4ccccc43)n(C)c2=O)cc1C,1.4%,-1.7%,/,-12.3%,/,?,/,3.5%
Cc1ccccc1NC(=O)Cn1cccc1,2.3%,-5.3%,-14.8%,-3.7%,-6.6%,?,1.8%,-11.8%
O=C(Nc1nccs1)C1CCN(S(=O)(=O)c2cccs2)CC1,-1.5%,-2.8%,i,-4.2%,0.2%,6.3%,-21.6%,-2.1%
Cc1c(NC(=O)/C=C/C(=O)O)cccc1[N+](=O)[O-],-2.4%,3.4%,-6.1%,-6.3%,4.6%,2.2%,3.0%,4.1%
COc1cccc(C(=O)NCc2cn3cccc(C)c3n2)c1,-1.0%,-20.2%,/,-13.0%,/,-12.8%,/,-5.5%
CN1CCc2nc(-c3ccccc3)c(-c3ccccc3)cc2C1,-2.2%[11.2 µM],-14.9%[11.6 µM],13.7%[11.5 µM],-11.8%[11.5 µM],/,1.6%[11.6 µM],-8.3%[10 µM],2.4%[11.2 µM]
Cn1c(=O)c2[nH]c(N/N=C(/C#N)C(N)=O)nc2n(C)c1=O,2.0%,-2.2%,-3.2%,-10.5%,3.4%,-9.0%,5.4%[10 µM],1.6%
N=c1sccn1CC(=O)Nc1cccc2ccccc12,0.9%,-10.9%,-0.2%,-4.0%,/,6.2%,19.6%,3.6%
COc1ccc(CNC(=O)N[C@H](C(=O)O)C(C)C)cc1OC,-1.8%,-4.1%,i,-2.9%,/,-0.6%,8.4%[10 µM],0.6%
C#CCOCCOCCOCCNc1nc(N2CCN(C(=O)[C@H](C(C)C)n3cc(CCO)nn3)CC2)nc(N2CCN(C(=O)[C@H](CCCCN)n3cc(CCCC)nn3)CC2)n1,-1.8%,-4.9%,-1.5%,0.2%,5.6%,-16.2%,/,-4.8%
CCc1ccc(NC(=O)c2ccccc2SC)cc1,0.6%,-13.8%,13.5%,?,2.9%,-6.6%,1.1%[10 µM],-12.2%
CC1=C(C(=O)N2CCc3ccccc32)C2(CCC(C)CC2)OC1=O (configuration not stated),-4.9%,-13.8%,-9.3%,-15.7%,-3.9%,13.4%,-5.1%,1.1%
CSc1nnc(SC)nn1,-1.7%,-1.0%,7.4%,0.0%,/,0.9%,-53.2%[inhibitor],-3.4%
N#CCSc1nnc(COc2cccc3ccccc23)n1-c1cccc(Cl)c1,-1.8%,-19.7%,-19.6%,-12.1%,-10.0%,10.9%,-6.1%[10 µM],10.0%
COc1ccc(OCc2ccc(-c3nc(C#N)c(NCc4ccc(F)cc4)o3)o2)cc1,0.6%,?,/,6.8%,/,4.3%,/,-7.9%
Cc1ccc(C(=O)NCC(=O)NCC(=O)OCc2ccc(F)cc2)cc1,-1.8%,1.0%,i,1.2%,1.6%,-2.2%,/,-1.1%
CCN(CC)S(=O)(=O)c1ccc(-c2nnc(SCc3nnc(-c4ccc(C)cc4)o3)o2)cc1,-2.5%,-0.9%,-1.3%,-0.6%,3.0%,0.7%,-13.4%[10 µM],-10.2%
COc1cccc(-c2nc(SCc3cc(=O)c4cc(Cl)ccc4[nH]3)n[nH]2)c1,-0.1%,0.2%,/,-5.5%,/,?,/,-3.7%
Cc1cc2c(ncn2C)c(NS(=O)(=O)c2ccc(F)cc2)c1C,0.8%,-1.6%,i,-4.8%,15.9%,1.3%,?,5.6%
CCCCOc1ccc(/C=C/C(=O)NCCc2nc3ccccc3[nH]2)cc1,1.8%,-16.4%,3.6%,-6.2%,-6.6%,-8.8%,-21.2%,-10.0%

# A portion of the library. The share of hits here may be higher or lower than overall.
